# From PubChem
# TDP1 cell CPT: qHTS for Inhibitors of human tyrosyl-DNA phosphodiesterase 1 (TDP1): qHTS in cells in presence of CPT; chicken DT40 Tdp1-/-;hTDP1 cells + 20 nM CPT, ATP luminescence, 48 h; AID 686979, 2013; Potency, µM (top dose mostly 46.2 µM), for inactives: top-dose activity change, negative = growth inhibition, usual class: inhibitors; 12% of 420,000 active; also: nearly all actives have a fitted effect of over 55% in size
#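 Cell growth measured by CellTiter-Glo luminescence after a minimum 48 h, 37 C compound exposure with 20 nM CPT in Tdp1-knockout DT40 cells stably expressing hTDP1, seeded 400/well; qHTS titration format.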
# N370S GC mod: qHTS Assay for Inhibitors and Activators of N370S glucocerebrosidase as a Potential Chaperone Treatment of Gaucher Disease | AID 2101, 2009 | Potency, µM (series often up to 59.4 µM), for the others: at the top dose activity change, negative = inhibition, actives largely listed as inhibitors | Lysosomal acid glucosylceramidase (Homo sapiens), P04062 | 0.092% of 330,000 active | N370S GC spleen homogenate, 4MU-glucoside fluorescence;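 also: 0% = full enzyme activity and -100% = no enzyme basal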
# FEN1 inh: qHTS Assay for the Inhibitors of Human Flap endonuclease 1 (FEN1); P39748; Recombinant FEN1 flap cleavage, fluorescence, 15 min; Potency, µM (highest dose often 114 µM), for the others: at the top dose activity change, negative = inhibition, usual class: inhibitors; 0.35% of 390,000 active; AID 588795, 2011; also: nearly all actives have a fitted effect of over 65% in size
# Target sequence (P39748 whole entry, looked up): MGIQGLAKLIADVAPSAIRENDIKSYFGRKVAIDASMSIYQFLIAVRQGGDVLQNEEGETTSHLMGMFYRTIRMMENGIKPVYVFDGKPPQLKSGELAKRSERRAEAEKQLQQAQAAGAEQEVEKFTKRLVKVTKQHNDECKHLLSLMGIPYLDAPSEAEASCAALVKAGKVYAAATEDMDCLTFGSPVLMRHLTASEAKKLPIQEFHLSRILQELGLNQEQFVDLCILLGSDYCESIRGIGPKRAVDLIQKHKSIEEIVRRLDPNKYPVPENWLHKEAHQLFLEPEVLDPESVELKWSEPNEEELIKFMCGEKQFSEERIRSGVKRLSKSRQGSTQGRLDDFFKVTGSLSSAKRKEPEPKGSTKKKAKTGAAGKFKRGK
#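 Read-out was taken twice, immediately and after 15 min, following addition of 50 nM substrate to 10 nM FEN1 that had sat with test compound for 15 min at room temperature. Curves came from a four-parameter Hill model.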
# Numbers without * were called inactive; ? = inconclusive; · = no result given; [ ] = another dose, or the depositor's remark. Calls follow the shape of the dose curve; as a rule, active = well fitted curve in the direction sought with a large enough effect; inconclusive = small, poorly fitted or top-dose-only effect, or another doubt; inactive = no such curve, though single readings can be large; an effect the other way counts as inactive or inconclusive. Unless noted, % is scaled to controls: 0 for no effect and ±100 for the full control effect; potency is read from the fitted curve at half-maximal effect. These rows are one share of the data; rates above refer to the full screens.
SMILES,TDP1 cell CPT,N370S GC mod,FEN1 inh
Cc1cc(C)c(NC(=S)NCCCSC2CCCCC2)c(C)c1,?,-7%,-5%
CN(Cc1ccc(F)cc1)C(=O)c1cc(COc2ccc(-n3cncn3)cc2)on1,23µM*,-14%,-2%
Cc1ccc(C)c(NC(=O)COC(=O)c2ccc(S(=O)(=O)N3CCCCC3)cc2)c1,-11%,·,1%
CN(c1ccc(C(=O)N2CCN(c3ccc(F)cc3)CC2)cc1)S(C)(=O)=O,13µM*,1%,3%
CCOP(=O)(OCC)c1nc(/C=C/c2ccccc2)oc1NCc1ccc(OC)cc1,?,?,-9%
COc1cccc(/C=N/Nc2nc(Nc3ccccc3)nc(-n3nc(C)cc3C)n2)c1O,0.82µM*,1%[12.8 µM],-7%
O=C(CCN1C(=O)c2ccccc2C1=O)C1=NN[C@@H]2C(=O)N(c3ccc4c(c3)OCCO4)C(=O)[C@H]12,0%,10%,11%
COc1cccc(-c2csc3nc[nH]c(=O)c23)c1,1%,2%,1%
CCN1c2ccccc2-c2nc3ccccc3n2C1c1ccco1 (stereo unspecified),21µM*,?,-17%
COc1cc(C(=O)OCCCN=C2NS(=O)(=O)c3ccccc32)cc(OC)c1OC,?,2%,-3%
Cc1cccc(NC(=O)COC(=O)CN2CCCCCC2=O)c1C,12%,·,-4%
C=C(Br)Cn1c(CCC)nc2ccccc21,?,9%,6%
COc1ccc(C(=O)N2CCN(c3cccc(Cl)c3)CC2)cc1S(=O)(=O)NC1CC1,15µM*,·,-14%
CNc1nc2cc([N+](=O)[O-])c([N+](=O)[O-])cc2nc1NC,2.3µM*,1%,2%
COc1cc(NC(=O)c2ccc3c(c2)S(=O)(=O)N=C2CCCCCN23)cc(OC)c1,?,-2%,-5%

# Shown with two lines to a compound: entries from further up
# Screens in order: TDP1 cell CPT | N370S GC mod | FEN1 inh
> CCN1c2ccccc2-c2nc3ccccc3n2C1c1ccco1 (stereo unspecified)
    21µM* | ? | -17%
> CCOP(=O)(OCC)c1nc(/C=C/c2ccccc2)oc1NCc1ccc(OC)cc1
    ? | ? | -9%
> CN(Cc1ccc(F)cc1)C(=O)c1cc(COc2ccc(-n3cncn3)cc2)on1
    23µM* | -14% | -2%
> COc1cccc(-c2csc3nc[nH]c(=O)c23)c1
    1% | 2% | 1%

# The list goes on.
SMILES,TDP1 cell CPT,N370S GC mod,FEN1 inh
COCCCn1c(=NC(C)=O)c(C#N)cc2c(=O)n3cccc(C)c3nc21,3%,?,-12%
C=CCSc1nc(O)c(CC)c(=O)n1C(C)CC (stereo unspecified),-7%,7%[2.35 µM],-16%
COc1cc2[nH]c(=O)n(CCC(=O)N3CCN(Cc4ccc5c(c4)OCO5)CC3)c(=O)c2cc1OC,?,8%,35%[activator]
Nn1c(-c2cccc(O)c2)nnc1-c1cccc(O)c1,8%,·,-21%
Cn1cc(CN2C[C@H]3CC[C@H]2C3)c(-c2ccccc2F)n1,-20%,-5%,27%
O=C(O)c1cccc(Nc2ccnc(Nc3cccc(C(=O)O)c3)n2)c1,-6%,-2%,6%
CCOC(=O)C1CCCN(C(=S)Nc2cc(C)cc(C)c2)C1 (stereo unspecified),-4%,3%,-4%
CCCCCCSc1cc(-c2nc3ccc(C)cn3c2NCc2ccccc2)ccc1OC,23µM*,-18%,-35%
COc1ccc(OC)c(-n2nnc(-c3nc(-c4ccc5c(c4)OCO5)no3)c2C)c1,13%,·,24%
Cc1ccc(C(=O)CCC(=O)OC(C)C(=O)NC2CCCCC2C)cc1 (stereo unspecified),-21%,·,14%
O=C(CS(=O)(=O)Cc1ccccc1)N1CCN(Cc2ccc3c(c2)OCO3)CC1,?,0%,-3%
CCCOC(=O)c1c(NC(=O)/C=C/c2cnn(C)c2C)sc(C(=O)OC)c1C,?,5%,6%
CCOC(=O)CNC(=O)Cc1ccc(Cl)cc1,-2%,-2%,7%
CSc1oc(-c2ccccc2)nc1S(=O)(=O)c1ccc(F)cc1,-22%,21%,-4%
Cc1ccc(S(=O)(=O)c2cn(CC(=O)Nc3cccc(Cl)c3)c3ccccc3c2=O)cc1,?,·,1%

# Looked up by structure from the entries so far (7):
SMILES,TDP1 cell CPT,N370S GC mod,FEN1 inh
CCCCCCSc1cc(-c2nc3ccc(C)cn3c2NCc2ccccc2)ccc1OC,23µM*,-18%,-35%
Cc1ccc(S(=O)(=O)c2cn(CC(=O)Nc3cccc(Cl)c3)c3ccccc3c2=O)cc1,?,·,1%
CCOC(=O)CNC(=O)Cc1ccc(Cl)cc1,-2%,-2%,7%
Cc1ccc(C(=O)CCC(=O)OC(C)C(=O)NC2CCCCC2C)cc1 (stereo unspecified),-21%,·,14%
O=C(CS(=O)(=O)Cc1ccccc1)N1CCN(Cc2ccc3c(c2)OCO3)CC1,?,0%,-3%
COc1cc2[nH]c(=O)n(CCC(=O)N3CCN(Cc4ccc5c(c4)OCO5)CC3)c(=O)c2cc1OC,?,8%,35%[activator]
CCCOC(=O)c1c(NC(=O)/C=C/c2cnn(C)c2C)sc(C(=O)OC)c1C,?,5%,6%

# (cont.)
SMILES,TDP1 cell CPT,N370S GC mod,FEN1 inh
Cc1[nH]c(=O)[nH]c(=O)c1/C=C/C(=O)OCC(C)C,-1%,1%,1%
COc1ccc(-n2c(=O)c(-c3cccs3)nc3cnc(Nc4ccccc4)nc32)cc1,-5%,-2%,·
CCCc1nnc(NC(=O)CSc2nnc(-c3ccco3)n2C)s1,17%,-11%,-7%
CCCc1cc(=O)[nH]c(Nc2ccc3c(c2)OCCO3)n1,-4%,3%,4%
Cc1cc(C)n(-c2nc(NCCCO)c3c4c(sc3n2)CCCC4)n1,5.8µM*,?,-17%
CCOC(=O)C1(Cc2ccc(Cl)cc2)CCN(C(=O)c2sc(C)nc2C)CC1,12µM*,1%,15%
Cc1cc(Nc2ccc(F)cc2F)n2ncnc2n1,?,-24%,-7%
COC(=O)c1cccc(CSc2nc(-c3ccccc3)c(C#N)c(=O)[nH]2)c1,2%,?,-13%
Cc1oc(-c2ccccc2Cl)nc1CSCC(=O)NC1CC1,4%,10%,-1%
Cn1cc(C(C[N+](=O)[O-])c2ccccc2)c2ccccc21 (stereo unspecified),?,?,-5%
Cc1cc(C)c2c(=O)cc(C(=O)Nc3ccc(S(=O)(=O)Nc4onc(C)c4C)cc3)oc2c1,-10%,·,?
CN(Cc1nc(-c2ccc(Cl)cc2)no1)S(=O)(=O)c1ccccc1,?,·,17%
O=C1/C(=C\c2ccc3c(c2)OCO3)CCC/C1=C/c1ccc2c(c1)OCO2,?,5%,-2%
COc1cc(C(=O)NCCOc2cccc3cccnc23)cc(OC)c1OC,0%,-7%,4%
COc1ccc(NC(=O)C2CC(c3ccc(Cl)cc3)=NO2)cc1OC (stereo unspecified),-28%,-4%,3%
CCN(CC)S(=O)(=O)c1ccc(N2CC(C(=O)N3CCOCC3)CC2=O)cc1 (stereo unspecified),-18%,·,-1%
c1cc(NC2CC2)nc(-c2ccoc2)n1,-10%,-1%,·
O=C(NCc1cccc(C(F)(F)F)c1)c1cccc2c1C(=O)c1ccc(N3CCC(Cc4ccccc4)CC3)cc1S2(=O)=O,?,·,0%
O=C(NC1CC1)c1cccc(NC(=O)C2CCCC2)c1,7%,·,16%
Cc1cc(C(=O)NNC(=O)c2ccc(Cl)cc2)c2ccccc2n1,2%,·,-9%
COC(=O)c1ccc(C(=O)OC)c(NC(=S)N2CCOCC2)c1,1%,10%,1%
COc1ccccc1C(CNC(=O)COc1ccccc1C)N1CCCC1 (stereo unspecified),-7%,-1%,2%
CN(C)S(=O)(=O)c1ccc(Cl)c(C(=O)Nc2ccccc2[N+](=O)[O-])c1,0%,-9%,-2%
OC(CN1CCCCC1)Cn1c2ccccc2c2cc(Br)ccc21 (stereo unspecified),16µM*,-28%,?
CC(C)(C)OC(=O)N1CCC(c2c(C(=O)N3CCN(c4ccccn4)CC3)cnn2-c2ccccc2)CC1,-29%,·,20%
CN1CCN(CCCNC(=O)CCC(=O)N2CCOc3ccccc32)CC1,-18%,-12%,2%
Cc1[nH]c(-c2ccc(F)cc2)cc1C(=O)N1CCN(c2cccc(Cl)c2)CC1,-8%,-11%,-20%
O=C(CSc1nc2scc(-c3ccco3)c2c(=O)n1-c1ccccc1)NCC1CCCO1 (stereo unspecified),-8%,11%,1%
CC1(C)Cc2c(C#N)c(SCCC#N)nc(N3CCOCC3)c2CS1,?,7%,-2%
Cc1cc(NC(=O)CS(=O)(=O)c2cn(C)c3ccccc23)no1,-8%,?,-1%
CCCn1c(NC(=O)C2COc3ccccc3O2)nc2ccccc21 (stereo unspecified),18µM*,4%,2%
CC(C)NC(=O)CCCc1c[nH]c2ccccc12,2%,4%,-8%
COC(=O)Cc1cc(=O)n2[nH]c(C)cc2n1,-15%,-1%,9%
Cc1ccccc1NC(=O)c1ccc(CNS(=O)(=O)c2ccc3c(c2)C(C)(C)C(=O)N3C)cc1,?,·,-3%
Cc1ccc(N2C(=O)C(CN3CCCC3)C2c2ccccc2)cc1 (stereo unspecified),21µM*,?,6%
Cc1occc1C(=O)N1CCN(Cc2ccccc2)CC1,-26%,-2%,-12%
Cc1c(Cl)cccc1NC(=O)Nc1c(C)n(C)n(-c2ccccc2)c1=O,-6%,-2%,20%
CC(C1CCN(Cc2cn(C)nc2-c2cccc(Cl)c2)CC1)N1CCOCC1 (stereo unspecified),?,-7%,1%
CC(=O)Nc1ccc(C(=O)N(C)C(C(=O)Nc2ccccc2)c2ccccn2)cc1 (stereo unspecified),?,-1%,-3%
CCCCNc1ccc2c3c(cccc13)C(=O)N(CCCC)C2=O,26µM*,13%,-2%
CN(C(=O)c1cccc(NC(=O)Cc2ccc(NC(=O)C3CCCN(C(=O)C4CCCC4)C3)cc2)c1)C1CC1 (stereo unspecified),-27%,·,-18%
Cc1cc2nn(-c3ccc(Cl)cc3)nc2cc1N,8%,?,10%
CCOC(=O)N1CCC(N2C(=O)c3ccccc3C2Nc2cc(C(=O)OC)cc(C(=O)OC)c2)CC1 (stereo unspecified),-4%,0%,5%
O=C(COc1ccc(Cl)cc1Cl)c1ccc[nH]1,-18%,-6%,-18%
Cc1ccc(C(=O)NCC2CCCN2S(=O)(=O)c2ccc(C)cc2)cc1 (stereo unspecified),?,-12%,-3%
NNC(=O)c1ccc(Cn2cc(Br)cn2)cc1,-7%,7%,2%
O=C(c1ccco1)c1n[nH]nc1-c1ccccc1,-12%,-1%,3%
Cc1cn2c(=O)c(S(=O)(=O)Nc3ccc(OC(F)(F)F)cc3)c(C)nc2s1,21µM*,·,4%
COc1ccc2[nH]cc(CCNc3ncnc4ccc(-c5cccnc5)cc34)c2c1,15µM*,-25%,·
S=C(NCCCCNC(=S)NCc1ccccc1)NCc1ccccc1,?,-3%,10%
